GoLoco inh red = qHTS Assay for Inhibitors of RGS12 GoLoco Motif Activity (Red Fluorophore). Guanine nucleotide-binding protein G(i) subunit alpha-1 (Homo sapiens), P63096. Gai1:RGS12 GoLoco peptide FP, rhodamine, 10 min. Potency, µM (top dose mostly 61.6 µM), inactives show at the highest dose activity, negative = inhibition, usual class: inhibitors. 0.44% of 230,000 active. AID 880, 2007; active = well fitted inhibition curve with a large enough effect, not every such curve was filed as active; inactive = no such curve, though single readings can be large or run the other way; also: nearly all actives have a fitted effect of over 30% in size; many of its hits are not listed in these tables
TRb-SRC2 inh = qHTS for Inhibitors of the Interaction of Thyroid Hormone Receptor and Steroid Receptor Coregulator 2. 0.065% of 280,000 active. Thyroid hormone receptor beta (Homo sapiens), P10828. TRbeta-SRC2 peptide binding, fluorescence polarization; receptor liganded with 1 µM T3. Potency, µM (series often up to 106 µM), without a hit: at the top dose activity change, negative = inhibition, most hits filed as inhibitors. AID 1469, 2008;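 also: plate controls were bound peptide for no effect and peptide without receptor for full effect; nearly all actives have a fitted effect of over 50% in size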
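Human TRb ligand-binding domain (0.6 uM) is mixed with 20 nM Texas Red SRC2 peptide and 1 uM T3; after compound addition and 5 hr at ambient temperature, polarization is measured and normalized to unbound and bound controls.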
aGlu spleen mod = qHTS Assay for Inhibitors and Activators of Human alpha-Glucosidase From Spleen Homogenate | Lysosomal alpha-glucosidase (Homo sapiens), P10253 | human spleen homogenate, 4-MU-alpha-glucoside fluorescence | Potency, µM (highest dose often 79.9 µM), for the others: top-dose activity change, negative = inhibition, actives largely listed as inhibitors | 0.006% of 240,000 active | AID 2112, 2009;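 also: 0% = enzyme with vehicle and -100% = no enzyme basal signal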
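Enzyme source: human spleen homogenate, 1 ug/well. Buffer 50 mM citric acid/K phosphate pH 5.0, 0.01% Tween-20. 4-MU-alpha-glucoside 1 mM; 37 C x 40 min; NaOH/glycine stop; fluorescence.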
L3MBTL1 inh = qHTS Assay for the Inhibitors of L3MBTL1; Lethal(3)malignant brain tumor-like protein 1 (Homo sapiens), Q9Y468; Potency, µM (highest dose often 57.1 µM), inactives show at the highest dose activity, negative = inhibition, most hits filed as inhibitors; 0.66% of 230,000 active; AlphaScreen L3MBTL1–H3K9me1 peptide binding; also: nearly all actives have a fitted effect of over 60% in size
Target sequence (Q9Y468 whole entry, looked up): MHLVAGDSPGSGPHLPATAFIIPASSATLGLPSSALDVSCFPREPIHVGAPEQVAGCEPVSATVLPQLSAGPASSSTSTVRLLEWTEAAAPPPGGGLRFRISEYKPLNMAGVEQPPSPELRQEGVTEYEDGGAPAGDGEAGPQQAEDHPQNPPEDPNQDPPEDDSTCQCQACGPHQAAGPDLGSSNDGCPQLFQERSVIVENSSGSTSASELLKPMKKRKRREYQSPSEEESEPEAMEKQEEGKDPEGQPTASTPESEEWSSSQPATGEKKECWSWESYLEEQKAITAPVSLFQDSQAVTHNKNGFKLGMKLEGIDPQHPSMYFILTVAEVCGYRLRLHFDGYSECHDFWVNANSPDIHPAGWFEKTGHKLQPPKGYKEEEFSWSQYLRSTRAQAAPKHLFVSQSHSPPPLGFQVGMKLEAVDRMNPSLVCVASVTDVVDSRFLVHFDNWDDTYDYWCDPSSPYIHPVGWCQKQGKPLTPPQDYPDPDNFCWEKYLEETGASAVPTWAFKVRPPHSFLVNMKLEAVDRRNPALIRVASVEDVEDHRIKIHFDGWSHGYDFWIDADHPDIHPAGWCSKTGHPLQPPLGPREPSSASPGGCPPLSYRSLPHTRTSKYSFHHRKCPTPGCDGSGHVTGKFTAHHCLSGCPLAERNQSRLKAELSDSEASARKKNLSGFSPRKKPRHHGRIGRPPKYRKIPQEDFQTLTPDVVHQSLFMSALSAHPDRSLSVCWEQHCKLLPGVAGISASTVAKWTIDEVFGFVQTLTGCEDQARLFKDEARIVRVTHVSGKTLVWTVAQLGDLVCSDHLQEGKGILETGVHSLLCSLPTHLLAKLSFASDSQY
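AlphaScreen assay: L3MBTL1 (50 nM final) was preincubated 30 min at room temperature with biotinylated H3(1-15)K9me1 peptide (75 nM final), then 30 min with library compounds; streptavidin donor and nickel chelate acceptor beads (10 ug/mL final) added, 30 min dark.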
GAA inhib = qHTS Assay for Inhibitors of Human alpha-Glucosidase as a Potential Chaperone Treatment of Pompe Disease | 0.005% of 200,000 active | Potency, µM (top dose mostly 76.9 µM), for inactives: top-dose activity change, negative = inhibition, actives largely listed as inhibitors | AID 1466, 2008 | Lysosomal alpha-glucosidase (Homo sapiens), P10253 | purified human GAA, 4-MU-alpha-glucoside fluorescence;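 also: plate controls were uninhibited enzyme wells for no effect and no-enzyme background for full effect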
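Read-out is 4-methylumbelliferone fluorescence (Ex 365/Em 440 nm) after NaOH/glycine stop at pH 10. Enzyme 4 nM, substrate 400 uM, pH 5.0 citrate buffer, 20 min room temperature; AC50 from Hill-equation concentration-response.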
TR SRC2 fluor cs = Total Fluorescence Counterscreen for Inhibitors of the Interaction of Thyroid Hormone Receptor and Steroid Receptor Coregulator 2 | TRb/SRC2 Texas Red total fluorescence interference | Potency, µM (titrated, usually from 106 µM), for the others: at the top dose fluorescence change, negative = quenching | 0.29% of 280,000 active | AID 1479, 2009; active = well fitted curve in either direction with a large enough effect; inconclusive = small, poorly fitted or top-dose-only effect
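Flags fluorescent or light-absorbing compounds by total fluorescence, S + 2P, at 555 nm excitation and 632 nm emission. Mixture: 20 nM Texas Red SRC2 peptide, 0.6 uM human TRb LBD, 1 uM T3, 5% DMSO; compound exposure 5 h at ambient temperature.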
RECQ1 inh = qHTS Assay for Inhibitors of RecQ-Like Dna Helicase 1 (RECQ1); 0.54% of 240,000 active; AID 2549, 2010; RECQ1 DNA unwinding, red fluorescence kinetic read; ATP-dependent DNA helicase Q1 (Homo sapiens), P46063; Potency, µM (highest dose often 57.3 µM), without a hit: at the highest dose activity, negative = inhibition, usual class: inhibitors;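 also: plate controls were vehicle for no effect and no enzyme for full effect; nearly all actives have a fitted effect of over 30% in size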
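50 nM RECQ1T1 preincubated 15 min with compound in Tris pH 8.0 buffer with MgCl2, DTT, Tween-20 and 2.5 ug/ml poly(dI-dC); started with 200 nM TAMRA/BHQ-2 forked duplex and 2 mM ATP. Unwinding read as fluorescence (525/598 nm), two reads 2 h apart.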
GAA glycogen mod = qHTS Assay for Inhibitors and Activators of Human alpha-Glucosidase Cleavage of Glycogen | Lysosomal alpha-glucosidase (Homo sapiens), P10253 | recombinant GAA, glycogen substrate, Amplex Red glucose oxidase fluorescence | Potency, µM (top dose mostly 76.4 µM), inactives show at the highest dose activity change, negative = inhibition, usual class: inhibitors | 0.38% of 300,000 active | AID 2100, 2009;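 also: 0% = full enzyme reaction and -100% = no-enzyme basal signal; the screen sought inhibitors and activators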
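Natural-substrate format: glycogen cleavage by 4 nM human enzyme, glucose read by Amplex Red coupling (Ex 573, Em 610 nm). Normalized to enzyme and no-enzyme controls.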
An asterisk follows results filed as active; i = inactive; ? = inconclusive; . = not tested or not shown; [ ] = dose if it differs, or a comment. Unless noted, calls follow the shape of the dose curve; as a rule, active = well fitted curve in the direction sought with a large enough effect; inconclusive = small, poorly fitted or top-dose-only effect, or another doubt; inactive = no such curve, though single readings can be large; an effect the other way counts as inactive or inconclusive. Unless noted, % is scaled to controls: 0 for no effect and ±100 for the full control effect; potency is read from the fitted curve at half-maximal effect. Some of the compounds tested; rates above refer to the full screens.

SMILES	GoLoco inh red	TRb-SRC2 inh	aGlu spleen mod	L3MBTL1 inh	GAA inhib	TR SRC2 fluor cs	RECQ1 inh	GAA glycogen mod
O=C(c1noc2c1CCc1ccccc1-2)N1CCOCC1	3%	-3%	-1%	8%	1%	0%	-12%	3%
CCn1c(-c2ccc3ncccc3c2)n[nH]c1=S	6%	7%	-11%	2%	6%	-2%	-10%	-6%
CN(C)S(=O)(=O)N1CCN(c2ccccc2Cl)CC1	5%	5%	-1%	.	7%	1%	-15%	10%
COc1cccc(-c2cc(=O)[nH][nH]2)c1	-10%	3%	4%	.	-8%	-3%	-2%	?
CCC/C(=N\NC(=O)c1ccc(OC)c(OC)c1)c1ccccc1	7%	-2%	0%	4%	12%	-4%	-1%	-20%
CN(CC(=O)Nc1ccc(S(=O)(=O)N2CCCC2)cc1)CC(=O)Nc1cccc(F)c1	-3%	4%	5%	2%	0%	-1%	2%	22%
O=C(Nc1ccc(Cl)cc1C(=O)NCC1CCCO1)c1ccc(Cl)cc1Cl (stereo unspecified)	2%	2%	-5%	7%	-13%	-3%	-5%	-12%
CCOC(=O)C1CCN(C(=O)c2cccnc2Cl)CC1	-23%	-11%	3%	5%	8%	0%	i	-1%
Cc1cc(O)c(/C=N/Nc2cccc(Cl)c2)c(=O)o1	11%	3%	6%	5%	-7%	-5%	?	?
NCC1O[C@@H](OC2C(N)CC(N)C(O)C2O[C@@H]2OC(CO)C(O)C2O)C(N)C(O)C1O (stereo partly specified)	0%	0%	0%	.	.	1%	12%	.
COc1ccccc1N1CCN(C(=O)CN(C2CCCCC2)S(C)(=O)=O)CC1	14%	5%	4%	5%	0%	0%	-2%	3%
Cc1c(O)ccc(C(=O)CN2C(=O)c3ccccc3C2=O)c1O	9%	4%	-6%	-5%[11.4 µM]	4%	-3%	-16%	-5%
CCOC(=O)CSc1nnc(NCC(=O)OC)c(=O)[nH]1	-4%	-1%	-8%	.	2%	-3%	-5%	-1%
CCc1cc(=O)[nH]c(SCCC(F)=C(F)F)n1	4%	5%	7%	.	-6%	-2%	11%	-21%
CCCC(=O)Nc1nc2ccc(S(N)(=O)=O)cc2s1	7%	-1%	-2%	9%	5%	-1%	-4%	9%
COc1ccccc1CNC(=O)COC(=O)c1cc(-c2ccco2)nc2ccccc12	-2%	-13%	-4%	.	12%	-28%	?	4%
CC1=C(C(=O)Nc2ccccc2)C(c2ccc(C)o2)n2c(s/c(=C/c3ccccc3)c2=O)=N1 (stereo unspecified)	-8%	-25%	0%	.	-6%	2%	i	8%
COc1ccc(CC(=O)N/N=C/c2c(C)n(C)c3ccccc23)cc1OC	5%	2%	-6%	-21%	.	-6%	-5%	-1%
COCc1nnc(NC(=O)CCN2C(=O)c3ccccc3C2=O)s1	4%	5%	-5%	7%	1%	-3%	-4%	3%
COc1ccc([C@@H](C)NC(=O)CCc2nnc(-c3cc(C)on3)o2)cc1	1%	3%	-5%	5%	-7%	-7%	0%	-6%
COc1ccccc1NC(=S)N(c1ccccc1)C(C)C	-2%	8%	0%	.	-2%	-2%	-8%	5%
CN1CCN(Cc2nc3c(c(=O)[nH]c(=O)n3C)n2Cc2c(F)cccc2Cl)CC1	1%	2%	-3%	-3%	-9%	-1%	-10%	-1%
O=C(C1=C[C@@H](c2ccccc2)C[C@@H](OCc2ccc(CO)cc2)O1)N1CCCCCCC1	6%	-9%	-2%	6%	.	-1%	-21%	-7%
Cc1ccc(-n2cc(CN3CCCN(C=O)CC3)c(-c3ccc(F)cc3)n2)cc1	7%	-8%[53 µM]	-2%	-3%	2%	-1%[53 µM]	i	0%
CN1C(=O)CC(c2cn(Cc3ccccc3)c3ccccc23)C1=O (stereo unspecified)	65%[activator]	6%	-5%	.	.	-1%	-4%	-1%
(cont.)
SMILES	GoLoco inh red	TRb-SRC2 inh	aGlu spleen mod	L3MBTL1 inh	GAA inhib	TR SRC2 fluor cs	RECQ1 inh	GAA glycogen mod
Cc1ccc(NC(=O)CS(=O)CC(=O)NCC2CCCO2)cc1 (stereo unspecified)	-1%	-9%	-12%	3%	4%	-1%	-9%	0%
COCCn1c(-c2ccc(Cl)cc2)nc2c(c(=O)c3ccccc3n2C)c1=O	10%	-18%	-5%	4%	4%	1%	0%	1%
Cn1ncc(N=Cc2ccccc2)c1C(N)=O	6%	2%	-7%	.	-10%	-8%	i	0%
O=C(COC(=O)c1c(Cl)cccc1Cl)Nc1cc(Cl)ccc1Oc1ccccc1	0%	-23%[53 µM]	-4%	76%[activator]	-6%	?	-7%	-5%
O=C(CCc1ccc(S(=O)(=O)N2CCOCC2)cc1)Nc1nccs1	8%	-16%	-3%	2%	-8%	-3%	i	21%
CC(=O)N1CCN(c2ccc(NC(=O)c3ccc4c(c3)OCCO4)cc2Cl)CC1	-4%	8%[53 µM]	2%	13%	14%	-3%[53 µM]	-5%	16%
Cc1ccc(CNC(=O)Cc2noc3ccccc23)cc1	-4%	4%	4%	-10%	4%	-2%	0%	2%
C=CCN(Cc1cccc(OC)c1OC)S(=O)(=O)N(C)C	-5%	7%	2%	0%	2%	-4%	i	?
CC(C)Oc1ccc(C(CC(=O)O)n2cnnn2)cc1 (stereo unspecified)	-16%	1%	4%	.	7%	0%	i	2%
Cc1cccc(C)c1N(Cc1ccccc1F)S(C)(=O)=O	17%	2%	-5%	-4%[11.4 µM]	-2%	-3%	i	1%
CCCCN(C)C(=O)Cn1c(=O)oc2cc(S(=O)(=O)N3CC(C)CC(C)C3)ccc21 (stereo unspecified)	4%	2%	-15%	-3%	.	0%	-18%	-9%
COCCNC(=S)N(Cc1cc2cc(C)ccc2n2nnnc12)C1CCCC1	6%	-1%	-26%	.	10%	-5%	-2%	-2%
COc1ccc(NC(=O)c2ccc(-n3cccn3)nc2)c(OC)c1	6%	4%	0%	2%	-3%	0%	i	1%
C/C(=N\NC(=S)NC1CCCCC1)c1ccc(OC(F)F)cc1OC(F)F	3%	5%	4%	-15%	6%	0%	i	-17%
CCOC(=O)c1ccc(NC(=S)N2CCN(CCNC3=CC(=O)CC(C)(C)C3)CC2)cc1	-9%	-4%	-5%	.	-14%	-1%	i	2%
CCOc1ccc(-c2ccc(/C=C3/C(=N)N4C=CSC4=NC3=O)o2)c([N+](=O)[O-])c1	126%[activator]	1%	-26%	3%	0%	-20%	2%	-3%
Cc1ccc(-c2nc3ccccc3c(=O)n2CCCn2ccnc2)cc1	9%	4%	1%	-10%	0%	2%	i	-9%
COc1cccc(-n2c(SCC(=O)NCc3cccs3)nc3ccccc3c2=O)c1	-7%	-3%	-5%	-3%	1%	-2%	i	-11%
CC(C)N1CC(C(=O)Nc2nc3ccccc3s2)CC1=O (stereo unspecified)	-5%	-13%	1%	1%	1%	-1%	-6%	1%
CC(=O)N1CCC2(CC1)C/C(=N\NC(=S)Nc1ccc(C)cc1)c1cc(O)ccc1O2	10%	8%	-12%	.	-3%	-5%	-11%	?
C=CCNS(=O)(=O)c1ccc(OCC(=O)OC)cc1	-2%	9%	-3%	.	-6%	-1%	-2%	6%
COc1ccc(C(=O)c2coc3ccc(O)cc23)cc1	2%	2%	-3%	.	.	-1%	9%	-4%
CC(C)(C)NC(=O)c1ccccc1NC(=O)C1CCCO1 (stereo unspecified)	2%	-3%	3%	-2%	2%	-2%	i	-11%
COc1ccc(N2CCN(C(=O)CCCn3c(=O)[nH]c4ccsc4c3=O)CC2)cc1	-10%	10%	-1%	.	-5%	1%	-5%	19%
Cc1ccc(S(=O)(=O)Nc2c3ccccc3nc(=O)n2-c2ccccc2)cc1	-7%	1%	-2%	.	?	0%	i	-9%

Complete entries, looked up by structure. Values in the order: GoLoco inh red	TRb-SRC2 inh	aGlu spleen mod	L3MBTL1 inh	GAA inhib	TR SRC2 fluor cs	RECQ1 inh	GAA glycogen mod
Listed for CC(=O)N1CCC2(CC1)C/C(=N\NC(=S)Nc1ccc(C)cc1)c1cc(O)ccc1O2 → 10%	8%	-12%	.	-3%	-5%	-11%	?
Listed for Cc1cccc(C)c1N(Cc1ccccc1F)S(C)(=O)=O → 17%	2%	-5%	-4%[11.4 µM]	-2%	-3%	i	1%
Listed for O=C(COC(=O)c1c(Cl)cccc1Cl)Nc1cc(Cl)ccc1Oc1ccccc1 → 0%	-23%[53 µM]	-4%	76%[activator]	-6%	?	-7%	-5%

Later entries.
SMILES	GoLoco inh red	TRb-SRC2 inh	aGlu spleen mod	L3MBTL1 inh	GAA inhib	TR SRC2 fluor cs	RECQ1 inh	GAA glycogen mod
O=C(NC(=S)NCCSc1ccccc1)c1cccnc1	0%	-3%	2%	-1%	2%	-1%	7%	-8%
CCOC(=O)C1CCCN(C(=O)c2ccc(Cn3c(=S)[nH]c4cc(C(=O)OC)ccc4c3=O)cc2)C1 (stereo unspecified)	7%	1%	-2%	.	7%	0%	-17%	-8%
COc1ccc(NS(=O)(=O)c2cccc(NC(=O)c3ccc(S(=O)(=O)N4CCCCCC4)cc3)c2)cc1	8%	5%	-10%	-2%	-13%	0%	-14%	5%
O=C(Nc1ccccc1Cl)Nc1ccccc1Cl	2%	7%	3%	.	.	-4%	-14%	1%
Nc1nc(-c2ccccc2)c(-c2ccc([N+](=O)[O-])cc2)s1	7%	4%	-4%	.	-5%	-1%	i	0%
O=C(CSc1ncnc2c1nnn2Cc1ccc(F)cc1)NC1CCCC1	4%	-5%	.	-5%	2%	-1%	-1%	1%
